# Bioassay records deposited in PubChem BioAssay by NCI.
# NCI-60 one-dose screen, 48 h, at 10 µM unless noted. Numbers give growth in % (100 = growth as untreated, 0 = no growth, -100 = all killed).
# OVCAR-3: OVCAR-3 ovarian cancer. hit rate 7% among 79,000
# OVCAR-8: OVCAR-8 ovarian cancer | hit rate 4.4% among 81,000
# A498: A498 renal cancer cells | AID 1794774 | hit rate 5.4% among 76,000
# TK-10: TK-10 renal cancer cells. hit rate 3.9% among 81,000. AID 1794769
# ACHN: ACHN renal cancer. hit rate 4.9% among 81,000. AID 1794771
# OVCAR-5: OVCAR-5 ovarian cancer; hit rate 2.9% among 82,000
# CAKI-1: CAKI-1 renal cancer | AID 1794772 | hit rate 4.7% among 75,000
# RXF 393: RXF 393 renal cancer cells | hit rate 6.9% among 77,000 | AID 1794773
# * = called active by the depositor; nt = no result given; & = joins results of further samples. The calls were made as follows: active = growth percent below 10; inactive = the rest.
no.	compound	OVCAR-3	OVCAR-8	A498	TK-10	ACHN	OVCAR-5	CAKI-1	RXF 393
1	O=C1c2cccc3cccc(c23)C(=O)N1Nc1nc(NCCN2CCOCC2)nc(N2CCOCC2)n1	106.8	99.4	84.6	136.4	101.1	105.8	83.4	115.1
2	Brc1ccc2c(c1)C(c1c[nH]c3ccccc13)(c1c[nH]c3ccccc13)CCO2	76.7	79.7	104.9	87.2	82.2	88.8	77.7	94.3
3	CN1C(=O)CN(CCN2CC(=O)N(C)C(=O)C2)CC1=O	109.9	99.0	87.7	119.0	111.9	111.6	95.6	112.6
4	Cc1ccc(CO)cc1	104.2	112.3	77.3	101.5	102.3	101.7	100.0	108.4
5	OCC1OC(n2cnc3c(Cl)ncnc32)C(O)C1O (stereo not drawn)	87.6	70.3	110.9	82.3	86.5	91.0	97.0	92.8
6	CCN(CC)CCNC(=O)c1ccccc1C(=O)c1ccccc1	116.3	93.7	93.4	86.7	109.0	96.9	93.8	100.6
7	O=Cc1ccc(-c2cn3ccnc3c(-c3ccc4ncn(Cc5ccccc5)c4c3)n2)cc1	76.3	56.0	88.8	99.3	88.4	102.4	63.4	75.0
8	CC(=O)NC1C(Nc2ccc(S(=O)(=O)NC(C)=O)cc2)OC(CO)C(O)C1O (stereo not drawn)	103.8	105.2	nt	100.3	106.4	103.7	nt	118.6
9	O=C(O)CCCN1C(=O)CSC1=S	105.4	105.4	104.5	131.4	108.2	106.4	104.2	107.5
10	C#CCNC(=O)[C@@]1(C)CC[C@]2(C)CC[C@]3(C)C(=CC[C@@H]4[C@@]5(C)Cc6c([nH]c7ccccc67)C(C)(C)[C@@H]5CC[C@]43C)[C@H]2C1	81.2	96.8	117.2	90.1	89.0	92.0	nt	112.0
11	COC(=O)c1cc(C)c(C)cc1NC1OC(CO)C(O)C1O (stereo not drawn)	112.8	111.0	93.5	110.8	102.2	99.1	97.1	106.3
12	COc1ccc2c(c1)O/C(=C/c1ccc(OCC(=O)c3ccccc3)cc1)C2=O	90.1	110.7	169.8	114.8	99.5	88.6	102.7	108.7
13	O=C1CCSC(=S)N1c1ccc(Cl)cc1	106.8	98.0	101.0	97.4	96.4	95.5	92.2	107.3
14	CC1Cc2c([nH]c(=O)n(-c3ccccc3)c2=O)O1 (stereo not drawn)	100.6	106.0	65.9	nt	101.4	102.5	102.9	100.7
15	O=C1C[C@@H](c2ccccc2)Oc2c(Cc3ccccc3O)c(O)c(Cc3cc(Cc4cc(Cc5ccccc5O)ccc4O)ccc3O)c(O)c21	96.4	97.2	98.3	147.3	94.4	106.9	75.5	94.7
16	COC(=O)Cc1cccnc1	111.3	104.8	107.1	114.6	105.2	104.2	101.9	109.4
17	Cc1ccc(C)c(S(=O)(=O)c2ccccc2)c1	96.6&115.2	101.4&86.2	86.8&109.0	95.3&95.0	101.4&100.9	100.6&91.3	98.9&89.2	101.2&106.0
18	CCCCCCCCCCCCCCCCCC1=NCCN1C(=O)OCCO	76.0	19.3	89.1	-65.4*	38.4	68.1	nt	49.8
19	CCOC(=O)c1c2c(cn1Cc1ccc(C)cc1)-c1oncc1CC2	93.3	87.0	73.8	93.7	80.7	80.9	72.4	87.2
20	C=C1C[C@H]2C[C@H](C)[C@H]3CC[C@H](C)C(C(=O)OCC)=C3C(=O)[C@@]2(C)C1	112.9	98.7	92.3	104.2	99.0	104.5	91.8	109.7
21	O=S(=O)(NCCNc1cc(-c2c(-c3cccc(O)c3)nc3sccn23)ccn1)c1ccc(C(F)(F)F)cc1	37.1	28.4	40.2	67.9	33.2	93.5	29.3	42.1
22	CCn1cc(-c2ccnc(NCCCNS(=O)(=O)c3cccc4ccccc34)c2)c(-c2cccc(OC)c2)n1	85.2	77.5	64.4	94.3	86.0	91.1	73.6	71.4
23	O=C(O)[C@H]1/C(=C/CO)O[C@@H]2CC(=O)N21	119.8	99.0	103.9	107.6	96.0	103.8	96.0	121.0
24	CC1=C(C(=O)/C=C/c2ccc(N(C)C)cc2)C(c2ccccc2)NC(=S)N1 (stereo not drawn)	109.4	102.2	nt	106.8	100.4	102.5	89.8	106.6
25	COc1ccc(N=NN(C)C(=O)c2ccccc2)cc1	104.2	108.2	105.7	103.9	98.8	80.7	nt	nt
26	CCN1C(=O)/C(=C/C(=O)OC)S/C1=N\Nc1ccc([N+](=O)[O-])cc1[N+](=O)[O-]	105.0	102.5	100.4	106.2	100.7	115.4	86.3	118.1
27	Cc1ccc(-n2c(-c3ccccc3)c(-c3ccccc3)c3c(SCC(=O)NN)ncnc32)cc1	100.5	85.7	102.0	104.0	93.8	85.9	78.3	108.5
28	OC(CBr)c1ccnc2ccccc12 (stereo not drawn)	106.0	98.2	101.7	89.4	nt	106.1	nt	106.7
29	Cc1ccc(NC(=O)Cn2c(O)c(N=Nc3ccc(S(N)(=O)=O)cc3)c3ccccc32)cc1	62.3	66.9	89.8	108.2	63.1	106.8	59.2	67.8
30	O=C(CCl)NC1c2ccccc2Oc2ccccc21	68.6	61.2	97.3	84.4	72.4	83.9	64.6	80.1
31	CC1C/C=C/C=C/C=C/C=C/C(O[C@@H]2O[C@H](C)[C@@H](O)[C@H](N)[C@@H]2O)CC2OC(O)(CC(O)CC3OC3/C=C/C(=O)O1)CC(O)C2C(=O)O (stereo partly drawn)	99.7	102.0	112.4	100.6	101.3	107.6	87.3	nt
32	C/C(=N\N=C(/C)c1ccc2ccccc2c1)c1ccc2ccccc2c1	115.0	90.7	nt	123.3	111.3	112.0	94.4	106.8

# Taken from above.
# For OVCAR-3, entry 28 has 106.0
# For TK-10, entry 27 has 104.0
# For OVCAR-5, entry 25 has 80.7
# For RXF 393, entry 32 has 106.8
# For ACHN, entry 26 has 100.7
# For OVCAR-8, entry 29 has 66.9
# For A498, entry 30 has 97.3

# Next section.
no.	compound	OVCAR-3	OVCAR-8	A498	TK-10	ACHN	OVCAR-5	CAKI-1	RXF 393
33	CC(=O)c1cccc(NC(=O)c2sc3nc4cc5c(cc4cc3c2N)OCCO5)c1	104.0	106.9	95.1	107.4	113.9	112.6	103.5	104.2
34	OC(COc1ccc(Cl)cc1)COc1ccc(Cl)cc1	120.6	120.9	88.7	114.3	116.6	104.4	103.4	103.2
35	O=C(/C=C(/C=C/c1ccc(OCc2ccccc2)c(OCc2ccccc2)c1)OB(F)F)/C=C/c1ccc(OCc2ccccc2)c(OCc2ccccc2)c1	104.6	96.3	nt	90.4	102.9	105.1	nt	99.7
36	CSc1nc2nc(-c3cc4ccccc4[nH]c3=O)[nH]c2c(=O)n1C	122.2	92.2	108.2	73.5	69.9	105.9	nt	58.0
37	O=[N+]([O-])c1cc(F)ccc1CCc1ccc(F)cc1[N+](=O)[O-]	112.9	118.6	56.7	115.2	115.4	98.9	95.7	106.2
38	COC(=O)CC[C@@H](C)[C@H]1CC[C@H]2[C@@H]3CC[C@@H]4C[C@@H](OCCC#N)CC[C@]4(C)[C@H]3CC[C@]12C	106.2	91.6	85.7	93.0	98.1	102.5	79.0	99.9
39	CCc1ccc(Nc2ccc3c(Oc4ccnc(C(=O)NC)c4)cccc3n2)cc1	90.8	88.5	70.8	82.5	92.9	98.9	79.9	90.0
40	COc1ccc(-c2[nH]nc(N)c2-c2ccccc2)c(O)c1	111.5	100.0	103.0	94.7	97.9	101.5	90.6	98.2

# Just ACHN, OVCAR-3 and OVCAR-8, for 4 of the compounds above:
item	SMILES	ACHN	OVCAR-3	OVCAR-8
10	C#CCNC(=O)[C@@]1(C)CC[C@]2(C)CC[C@]3(C)C(=CC[C@@H]4[C@@]5(C)Cc6c([nH]c7ccccc67)C(C)(C)[C@@H]5CC[C@]43C)[C@H]2C1	89.0	81.2	96.8
19	CCOC(=O)c1c2c(cn1Cc1ccc(C)cc1)-c1oncc1CC2	80.7	93.3	87.0
1	O=C1c2cccc3cccc(c23)C(=O)N1Nc1nc(NCCN2CCOCC2)nc(N2CCOCC2)n1	101.1	106.8	99.4
39	CCc1ccc(Nc2ccc3c(Oc4ccnc(C(=O)NC)c4)cccc3n2)cc1	92.9	90.8	88.5

# Values by screen from the list.
# RXF 393 for entries 33–40, in order: 104.2, 103.2, 99.7, 58.0, 106.2, 99.9, 90.0, 98.2
# OVCAR-5 for entries 33–40, in order: 112.6, 104.4, 105.1, 105.9, 98.9, 102.5, 98.9, 101.5
# CAKI-1 for entries 33–40, in order: 103.5, 103.4, nt, nt, 95.7, 79.0, 79.9, 90.6

# (cont.)
no.	compound	OVCAR-3	OVCAR-8	A498	TK-10	ACHN	OVCAR-5	CAKI-1	RXF 393
41	O=C(O)/C=C\C(=O)Nc1cccc(Cl)c1	116.1	102.5	101.8	95.1	106.1	102.5	104.5	119.6
42	CCSc1nnc(Nc2ccc(C(C)C)cc2)s1	106.4	109.4	111.2	96.1	91.1	87.1	83.7	28.0
43	Oc1ccc(-c2nc3ccc4[nH]ncc4c3c3c2CCCC3)c2cccnc12	18.3	9.3*	-25.7*	17.4	2.7*	21.9	-25.7*	-9.5*
44	O=[N+]([O-])c1ccc2[nH]cc(-c3c4ccccc4cc4[nH]c5ccc([N+](=O)[O-])cc5c34)c2c1	-7.8*	nt	nt	58.7	15.4	67.8	25.3	-2.6*
45	N[C@@H](Cc1ccccc1)[C@@H](O)C(=O)NCCN1CCOCC1	110.0	103.9	115.7	102.6	104.0	107.7	94.6	100.4
46	CCOC(=O)c1cocc1C(=O)O	103.0	105.1	111.5	117.6	110.8	105.3	106.5	113.9
47	Cc1cc(C)c2c(ccc3ccccc32)n1	127.1	101.2	71.6	79.7	105.0	92.5	106.9	103.2
48	CSc1nc(Nc2ccccc2)c2c(F)cccc2n1	104.7	95.6	69.7	112.2	95.9	109.4	nt	84.9
49	CCCCn1cnc2c(SCC(=O)O)nc(N)nc21	nt	101.5	103.3	91.7	98.3	100.4	87.3	125.8
50	Nc1ccn([C@H]2CC[C@@H](CO)O2)c(=O)n1	106.0	96.1	93.3	100.2	107.6	115.3	104.3	118.2
51	COc1ccc(Cc2nnc(SCC(=O)Nc3ccc(Cl)cc3)n2Cc2ccccc2)cc1	99.6	100.4	84.1	115.6	88.6	103.9	79.7	105.1
52	CC1(CC(=O)Nc2ccccc2)Nc2ccccc2-c2ccnn21 (stereo not drawn)	107.3	98.1	98.4	109.5	93.5	97.9	91.4	114.3
53	CC(=O)N\C(N)=N/N=C\C(C)=N/N=C(\N)NC(C)=O	126.7	84.7	112.2	88.0	96.2	109.6	88.3	109.9
54	O=C(CN1CCN(c2cc3c(cc2F)c(=O)c(C(=O)O)cn3C2CC2)CC1)Nc1nc(-c2ccc(OCc3ccccc3)cc2)cs1	105.9	101.9	119.6	103.9	98.7	99.4	99.7	97.5
55	COC(=O)[C@]12CC[C@@H](C)[C@H](C)[C@@H]1C1=CC[C@@H]3[C@@]4(C)C(C=O)=C[C@@](C)(COS(C)(=O)=O)[C@@H]4C(=O)C[C@@]3(C)[C@]1(C)CC2	31.4	44.6	98.2	54.2	17.8	67.1	53.3	73.8
56	CC1(C)O[C@@H](COS(N)(=O)=O)[C@H](c2ccccc2Cl)O1	109.7	101.6	83.2	99.0	101.6	95.1	91.8	105.1
57	CN(Nc1cccc(Cl)c1)c1cccc(Cl)c1	102.0	98.1	100.0	91.6	115.9	101.6	68.7	92.9
58	CCCC(=O)NC1CCCCC1	131.7	106.9	93.7	104.8	123.7	104.9	99.2	96.9
59	CCOC(=O)C1CCN(C(=O)CN2C(=O)c3ccccc3C2c2c[nH]c3ccccc23)CC1 (stereo not drawn)	98.6	77.6	54.9	86.2	77.5	118.3	99.7	92.3
60	CCCc1oc2ccccc2c(=O)c1C(=O)c1ccc(OC)cc1	118.6	94.9	105.4	100.0	98.4	111.1	112.7	105.7
61	NC(=O)c1ccc(Cl)c2ccccc12	115.2	91.3	92.7	113.4	100.9	95.9	99.0	103.5
62	O=C(C(c1ccccc1)c1ccccc1)N1CCN(S(=O)(=O)c2ccc(F)cc2)CC1	108.0	98.5	89.5	105.4	104.1	101.5	89.0	101.5
63	CC1CC(C(C)(C)C)C(=O)C(C(C)(C)C)C1 (stereo not drawn)	118.0	107.5	93.4	98.2	104.8	99.6	104.8	112.3
64	O=C(CSc1nnc(-c2ccc3nc(-c4ccc(Cl)cc4)[nH]c3c2)o1)Nc1ccccc1	122.6	85.3	129.2	119.3	103.4	114.8	100.5	nt
65	CCNc1nnc(-c2cc3c([nH]c4ccccc43)c(-c3cccc(O)c3)n2)o1	84.6	63.1	71.9	84.5	78.6	99.4	92.8	105.5
66	COc1cc2c(c(OC)c1OC)-c1ccc(SC)c(=O)cc1[C@@H](NC1OC(CO)C(O)C(O)C1O)CC2 (stereo partly drawn)	-15.5*	nt	-14.3*	42.1	27.2	28.1	18.7	nt
67	N#Cc1nn(-c2ccc(Cl)cc2)nc1N1CCOCC1	110.1	110.5	93.7	111.2	104.3	93.0	87.8	108.1
68	O=C(CCl)OCCCOCCCOc1ccccc1	101.2	103.1	109.3	106.4	114.8	117.6	101.7	107.2
69	O=C(Nc1ccc(F)cc1)Nc1ccc2c(ccn2C(=O)c2cccc(F)c2)c1	nt	102.4	75.3	78.6	103.1	94.3	87.6	104.7
70	CC(C#N)(CCC(=O)O)N=NC(C)(C#N)CCC(=O)O (stereo not drawn)	109.6	93.0	134.3	98.3	105.9	104.0	93.8	88.1
71	O=C1N=C2SC=C(c3ccccc3)N2C1CCN1CCOCC1 (stereo not drawn)	111.1	96.7	90.6	120.3	91.0	93.9	92.7	95.9
72	COc1cc2c(cc1OC)C(=O)/C(=C/C=C/c1c(C3CC3)nc3ccccc3c1-c1ccc(F)cc1)C2	103.5	91.0	98.0	99.0	101.8	98.6	nt	103.8

# A portion of the library; count on the stated rates, not on these rows.
